EPAC2 antag – antagonists of human EPAC2. hit rate 0.18% among 360,000. EPAC2 GEF exchange of Rap1B-BODIPY-GDP, fluorescence. Potency, µM (top dose mostly 114 µM), for inactives: top-dose activity, negative = inhibition, usual class: inhibitors; note: potency is the fitted concentration of half-maximal effect; % is set by controls: 0 for no effect and ±100 for the full control effect; nearly all actives have a fitted effect of over 45% in size; many of its hits are not listed in these tables
Target sequence (Q8WZA2 whole entry, looked up): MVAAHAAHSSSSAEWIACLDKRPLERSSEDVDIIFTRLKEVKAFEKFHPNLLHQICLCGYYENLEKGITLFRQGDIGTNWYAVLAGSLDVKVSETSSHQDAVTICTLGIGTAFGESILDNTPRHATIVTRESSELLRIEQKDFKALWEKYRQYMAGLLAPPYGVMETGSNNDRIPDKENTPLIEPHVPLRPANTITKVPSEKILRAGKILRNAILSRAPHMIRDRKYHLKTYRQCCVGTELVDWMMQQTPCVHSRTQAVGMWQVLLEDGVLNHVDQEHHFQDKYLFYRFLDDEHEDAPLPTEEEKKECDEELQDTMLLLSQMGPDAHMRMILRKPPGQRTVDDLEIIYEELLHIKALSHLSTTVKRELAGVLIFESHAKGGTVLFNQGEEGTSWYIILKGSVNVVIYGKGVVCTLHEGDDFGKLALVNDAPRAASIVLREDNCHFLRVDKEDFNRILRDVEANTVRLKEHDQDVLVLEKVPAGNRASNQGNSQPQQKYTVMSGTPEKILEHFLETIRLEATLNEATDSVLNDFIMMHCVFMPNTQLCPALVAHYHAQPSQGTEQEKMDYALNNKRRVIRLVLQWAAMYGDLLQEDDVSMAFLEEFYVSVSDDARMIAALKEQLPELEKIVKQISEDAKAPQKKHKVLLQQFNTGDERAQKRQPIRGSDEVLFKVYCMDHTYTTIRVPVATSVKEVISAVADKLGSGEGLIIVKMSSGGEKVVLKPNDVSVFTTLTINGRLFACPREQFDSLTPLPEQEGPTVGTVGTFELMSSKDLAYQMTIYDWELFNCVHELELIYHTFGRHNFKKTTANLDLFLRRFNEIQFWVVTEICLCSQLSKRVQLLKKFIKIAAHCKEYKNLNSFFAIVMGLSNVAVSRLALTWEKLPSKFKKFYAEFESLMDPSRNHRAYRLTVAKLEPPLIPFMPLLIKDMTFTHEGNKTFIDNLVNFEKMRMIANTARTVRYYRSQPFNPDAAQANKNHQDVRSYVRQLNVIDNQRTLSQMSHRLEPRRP
MmCpn inh – inhibitors of Methanococcus maripaludis chaperonin (MmCpn); hit rate 0.031% among 330,000; AID 504842; Potency, µM (highest dose often 76.9 µM), for the others: at the highest dose activity, negative = inhibition, usual class: inhibitors; purified Mm-Cpn ATPase, ADP Transcreener TR-FRET; note: potency is the fitted concentration of half-maximal effect; % is set by controls: 0 for no effect and ±100 for the full control effect; nearly all actives have a fitted effect of over 80% in size
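Quantitative HTS used 25 nM Mm-CPN and 10 uM ATP in magnesium/KCl Tris buffer, pH 7.4, with 1 mM DTT. Hydrolysis ran 30 min at 37°C; ADP was read by HTRF.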
Nrf2 activator – activates Nrf2 signaling; Potency, µM (highest dose often 46.1 µM), without a hit: top-dose activation, usual class: activators; AID 624171; hit rate 0.31% among 410,000; AREc32 ARE-luciferase reporter (MCF7-derived line), luminescence, 24 h; note: potency is the fitted concentration of half-maximal effect; % of control where 0% means no effect; nearly all actives have a fitted effect of over 65% in size
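Nrf2 activation is followed as ARE-luciferase induction in the AREc32 line after one day of compound treatment; luminescence is read with Steady-Glo.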
pAkt inh – Akt phosphorylation inhibition. Neuro2A IGF-stimulated pAkt S473 HTRF, 20 min; active compounds read low. hit rate 0.32% among 360,000. activity change, % for hits at 50 µM; in the data active = activity change below about -80%; inconclusive = mostly about -51% to -80%; note: % is set by controls: 0 for no effect and ±100 for the full control effect
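Single-point screen (50 µM final compound) in Neuro2A cells stimulated 20 min with 6 nM IGF at 37 deg C. After lysis, Ser473-phosphorylated Akt read by HTRF (ex 330 nm, em 615/665 nm) as the 665/615 ratio.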
CCT chaperon mod – modulators of cytosolic chaperonin (CCT/TRiC) activity; purified chaperonin ATPase assay, HTRF ADP detection, 30 min; activity change, % (concentration not given with the values), hits read low; hit rate 0.3% among 360,000; AID 651819; in the data active = activity change below about -30%; note: % is set by controls: 0 for no effect and ±100 for the full control effect
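First, chaperonin was dispensed at 40 nM or 20 nM final depending on batch activity. Next, compounds were pinned at 76 uM and ATP added at 10 uM. After 30 min at 37 °C, ADP detection reagents ran 30 min at ambient temperature.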
TGFb inhibitor – TGF-b pathway inhibition; HepG2 CAGA-GFP TGF-b/SMAD3 reporter, GFP fluorescence, 18 h; TGF-beta stimulated, 500 pg/mL final; Potency, µM (highest dose often 46.1 µM), for the others: at the top dose activity, negative = inhibition, usual class: inhibitors; hit rate 1.2% among 410,000; AID 588855; note: potency is the fitted concentration of half-maximal effect; % is set by controls: 0 for no effect and ±100 for the full control effect; nearly all actives have a fitted effect of over 65% in size
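HEPG2 CAGA-GFP, 1000 cells/well; 2 h settle, 37 C; cpd via pin tool; TGF-b 500 pg/mL final; 18 h, 37 C; GFP imaging ex488/em500-530; %Activity normalised to -TGF-b and +DMSO controls; CRC fit, curve class.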
A549 tox – kills or reduces viability of A549 cells in Nrf2 counter-screen; A549 ARE-Fluc cells, CellTiter-Fluor viability, 18-24 h; Potency, µM (top dose mostly 46 µM), inactives show at the top dose activity change, negative = cytotoxicity, most hits filed as inhibitors; hit rate 0.16% among 390,000; note: potency is the fitted concentration of half-maximal effect; % is set by controls: 0 for no effect and ±100 for the full control effect
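A549 ARE-Fluc cells in 5% FBS OPTI-MEM, 5000 cells/well, rested 2 h then exposed to compounds in concentration-response for 18-24 h at 37 °C. Viability by CellTiter-Fluor fluorescence (Ex 405/Em 525) after 30 min; luciferase luminescence (BugLite, 15 min, RT) read afterwards.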
EPAC2 agonist – EPAC2 (human) agonism | EPAC2 activation, biochemical qHTS; response scale: 100% = 6.5 mM cAMP response | AID 720711 | hit rate 0.079% among 360,000 | Potency, µM (titrated, usually from 154 µM), for inactives: at the highest dose activation, hits mostly activators | Q8WZA2; note: potency is the fitted concentration of half-maximal effect; nearly all actives have a fitted effect of over 50% in size
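EPAC2 (100 nM) mixed with Rap1B loaded with BODIPY-GDP (250 nM) plus 50 uM unlabeled GDP; compounds pinned in, 5 min RT, then read every 5 min for 30 min (ex 480, em 540 nm). Normalized to cAMP control.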
Nrf2 block – Nrf2 pathway inhibition. A549 ARE-Fluc reporter, luciferase luminescence, 18-24 h. Potency, µM (highest dose often 46 µM), inactives show at the top dose activity change, negative = inhibition, usual class: inhibitors. hit rate 2.1% among 360,000; note: potency is the fitted concentration of half-maximal effect; % is set by controls: 0 for no effect and ±100 for the full control effect; nearly all actives have a fitted effect of over 60% in size
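Concentration-response testing used A549 ARE_Fluc cells at 5000 cells/well. Following an 18-24 h compound incubation, viability was read by fluorescence (Ex 405/Em 525) and luciferase output by luminescence.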
An asterisk follows results filed as active; i = inactive; ? = inconclusive; . = not tested or not shown; [ ] = remark or other dose. Unless noted, calls come from the whole dose curve; as a rule, active = well fitted curve in the direction sought with a large enough effect; inconclusive = small, poorly fitted or top-dose-only effect, or another doubt; inactive = no such curve, though single readings can be large; an effect the other way counts as inactive or inconclusive. An excerpt (hit frequency here may not be typical).

SMILES	EPAC2 antag	MmCpn inh	Nrf2 activator	pAkt inh	CCT chaperon mod	TGFb inhibitor	A549 tox	EPAC2 agonist	Nrf2 block
N#Cc1cccc(C(=O)OCC(=O)NCc2ccco2)c1	1%	-1%	7.9%	i	-4.1	-12%	5%	5%	1%
O=C(COc1ccc(C(=O)NCCc2ccccc2)cc1)Nc1ccccc1	9%	1%	1.8%	i	1.5	3%	0%	2%	5%
COc1ccc(NC(=O)/C=C/c2ccccc2)c([N+](=O)[O-])c1	4%	-3%	2.4%	i	0.9	11%	4%	-8%	?
CCSc1nc(N)c(NC(=O)c2ccc(Br)o2)c(=O)[nH]1	7%	0%	-0.2%	i	-2.3	2%	-12%	12%	-26%
CCOC(=O)C(=O)N1c2ccccc2C(N(C(=O)C(=O)OCC)c2ccccc2)CC1C (centres undefined)	-11%	6%	-0.5%	i	-0.8	-28%	-15%	8%	-14%
CCn1c(CNC(=O)c2cccc(C)c2)nnc1SCC(=O)Nc1cccc(OC)c1	-2%	4%	0.1%	i	-0.9	-5%	-2%	11%	-8%
CC(=O)c1ccc(N(CC(=O)NCc2ccc3c(c2)OCO3)C(=O)c2csnn2)cc1	?	0%	1.2%	i	1.1	-2%	-2%	-1%	5%
CC(C)n1ncc2c(C(=O)NCCc3ccc(F)cc3)cc(C3CC3)nc21	-16%	0%	-0.3%	i	1.0	2%	0%	-6%	-8%
COc1ccc(-c2cn3c(n2)sc2cc(C(=O)NCCc4ccc(OC)cc4OC)ccc23)cc1	.	.	0.3%	.	.	-4%	4%	.	12%
CCN1CCN(C(=O)/C=C/c2ccc(C)o2)CC1	-2%	3%	-0.2%	i	-2.5	7%	0%	-1%	12%
CNC(=O)/C(C#N)=C/c1c(N2CCCCCC2)nc2c(C)cccn2c1=O	5%	0%	-0.4%	i	0.4	?	-9%	7%	-7%
N#CC1=C(N)S[C@H](C(=O)C23CC4CC(CC(C4)C2)C3)[C@H]1c1ccncc1	-15%	-1%	?	i	2.1	?	-10%	0%	.

Profiles, looked up by structure.
Entry for CNC(=O)/C(C#N)=C/c1c(N2CCCCCC2)nc2c(C)cccn2c1=O → EPAC2 antag = 5%; MmCpn inh = 0%; Nrf2 activator = -0.4%; pAkt inh = i; CCT chaperon mod = 0.4; TGFb inhibitor = ?; A549 tox = -9%; EPAC2 agonist = 7%; Nrf2 block = -7%
Entry for CC(C)n1ncc2c(C(=O)NCCc3ccc(F)cc3)cc(C3CC3)nc21 → EPAC2 antag = -16%; MmCpn inh = 0%; Nrf2 activator = -0.3%; pAkt inh = i; CCT chaperon mod = 1.0; TGFb inhibitor = 2%; A549 tox = 0%; EPAC2 agonist = -6%; Nrf2 block = -8%

The list continues:
SMILES	EPAC2 antag	MmCpn inh	Nrf2 activator	pAkt inh	CCT chaperon mod	TGFb inhibitor	A549 tox	EPAC2 agonist	Nrf2 block
C[C@H](CO)N1C[C@H](C)[C@H](CN(C)C(=O)c2ccc(N3CCN(C)CC3)cc2)OCc2cnnn2CCCC1=O	-9%	.	-0.7%	i	-2.3	-3%	.	5%	.
COc1ccc2nc(Cl)c(/C=N/Nc3ccccn3)cc2c1	1%	1%	8.7%	i	-3.9	0%	-4%	-3%	4%
N/C(CC1CC1(Cl)Cl)=N\OC(=O)c1ccccc1 (centres undefined)	4%	1%	6.6%	i	-0.7	?	2%	1%	9%
C[C@@H]1CN([C@@H](C)CO)C(=O)c2cc(NC(=O)Nc3ccc(F)cc3)ccc2O[C@@H]1CN(C)Cc1ccc(Oc2ccccc2)cc1	-11%	-2%	-1.6%	i	-2.2	?	?	11%	?
O=C(OCCN1CCOCC1)c1ccc(O)cc1	20%	1%	-0.4%	i	-1.2	4%	-9%	2%	0%
Cc1onc(-c2ccccc2)c1C(=O)NNC(=S)NC(=O)/C=C/c1ccccc1	-1%	0%	0.0%	i	-6.5	?	-12%	-6%	?
CCN1C[C@@H]2[C@@H]3C(=O)N(Cc4ccccc4)C(=O)[C@@H]3[C@](CC)(C1=O)N2C(=O)c1ccccc1	-3%	.	0.4%	i	0.4	2%	2%	0%	4%
O=C(c1ccco1)N1CCN(C(=O)c2cc3sccc3n2Cc2ccccc2)CC1	1%	0%	5.0%	.	-0.3	-19%	-12%	4%	.
COc1cccc(/C=C/C(=O)OCC(=O)N2c3ccccc3CC2C)c1 (centres undefined)	3%	.	9.8%	i	-1.1	-7%	.	9%	.
COc1cc(OC)c(N(C)S(=O)(=O)c2cccc(C(=O)OCC(=O)N(C)C3CCCCC3)c2)cc1Cl	-3%	.	-0.1%	i	-0.8	?	-15%	-1%	?
CCO[C@@H]1OC(C(=O)N2CCN(Cc3ccccc3)CC2)=C[C@H](C2CC2)[C@H]1CCCO	11%	.	0.4%	i	-0.8	-4%	3%	5%	6%
CCn1c(SCC(N)=O)nnc1-c1ccc2c(c1)OCO2	2%	-2%	0.4%	i	-1.6	-15%	-1%	-2%	1%
Cc1cc(-c2ccc(C)c(S(=O)(=O)Nc3ccc(S(N)(=O)=O)cc3)c2)on1	4%	0%	-1.1%	i	-3.3	-2%	-3%	6%	3%
COc1ccc2nc(NC(=O)C3CCN(S(=O)(=O)c4cccc5nsnc45)CC3)sc2c1	-11%	-4%	0.5%	i	0.1	-4%	-20%	13%	16µM*
CC(C)Oc1ccc(S(=O)(=O)N2CCOCC2)cc1NC(=O)C1CCCCC1	-9%	2%	-0.2%	i	2.3	-1%	2%	5%	5%
Cc1cc(C)n(-c2nc3ccccc3nc2N2CCN(c3cccc(C(F)(F)F)c3)CC2)n1	.	.	-0.5%	.	.	?	-8%	.	-4%
CC(C)c1ccc(S(=O)(=O)N2CCN(C(=O)CN3C(=O)NC4(CCCCC4)C3=O)CC2)cc1	8%	-5%	0.0%	i	-1.6	-13%	0%	4%	2%
CCCCNC(=O)C[C@@H]1C[C@@]2(C(=O)OCC)CCC=C2N(Cc2ccc3c(c2)OCO3)C1=O	6%	.	-1.4%	i	2.2	.	.	3%	.
N#Cc1ccsc1NC(=O)CSc1nnnn1-c1ccc(O)cc1	3%	-3%	4.7%	i	0.3	-13%	3%	9%	7%
CSCCc1nc(SCC(=O)Nc2nnc(C)s2)[nH]c1C	0%	.	-0.3%	i	-3.0	?	2%	7%	17%
CC1CCCN(C(=O)Cc2ccc(F)cc2)C1 (centres undefined)	-4%	1%	-0.1%	i	-2.7	14%	9%	5%	6%
O=C(N1CCOCC1)N1CCN(c2ccccc2F)CC1	-3%	0%	2.1%	i	-2.6	-7%	15%	3%	13%
Cc1cc(NC(=O)CCC(=O)N(CC(=O)NC2CCCC2)c2ccc(Cl)cc2)no1	1%	2%	-0.2%	i	-4.4	7%	2%	-4%	7%
Cc1ccc(C(=O)/C=C/Nc2ccc(S(=O)(=O)Nc3onc(C)c3C)cc2)cc1	3%	2%	3.6%	i	0.9	0%	-15%	-10%	6%

A second format for some results above.
mol,EPAC2 antag,MmCpn inh,Nrf2 activator,pAkt inh,CCT chaperon mod,TGFb inhibitor,A549 tox,EPAC2 agonist,Nrf2 block
COc1ccc2nc(NC(=O)C3CCN(S(=O)(=O)c4cccc5nsnc45)CC3)sc2c1,-11%,-4%,0.5%,i,0.1,-4%,-20%,13%,16µM*
CC(C)Oc1ccc(S(=O)(=O)N2CCOCC2)cc1NC(=O)C1CCCCC1,-9%,2%,-0.2%,i,2.3,-1%,2%,5%,5%
Cc1cc(C)n(-c2nc3ccccc3nc2N2CCN(c3cccc(C(F)(F)F)c3)CC2)n1,.,.,-0.5%,.,.,?,-8%,.,-4%

(next part)
SMILES	EPAC2 antag	MmCpn inh	Nrf2 activator	pAkt inh	CCT chaperon mod	TGFb inhibitor	A549 tox	EPAC2 agonist	Nrf2 block
Cc1cc(C)c2c(Cn3ccnc3)cc(=O)oc2c1	-26%	0%	-0.9%	i	-0.2	-29%	0%	-2%	6%
COC(=O)c1ccc([C@@H]2Nc3c(cccc3C(F)(F)F)[C@@H]3C=CC[C@@H]32)cc1	.	.	-0.7%	.	.	1%	1%	.	-15%
CC(NC(=O)CN1C(=O)NC2(CCCCCC2)C1=O)c1ccccc1 (centres undefined)	16%	0%	0.3%	i	-1.9	-10%	3%	14%	7%
Cc1cccc(OCCSc2nnc(-c3ccoc3C)n2C)c1	2%[57.1 µM]	0%	-0.5%	i	-1.2	-4%	-10%	3%	-23%
O=C(CCn1cccc1)Nc1ccccc1F	0%	0%	0.4%	.	-0.8	23%	1%	-2%[15.6 µM]	33%
COC(=O)Nc1sc(C(=O)N(C)C)c(C)c1C(=O)OC	-16%	0%	0.1%	.	-2.2	0%	2%	-84%[inhibitor][15.6 µM]	18%
Cc1cccc(C)c1NC(=O)CSc1nnc(CCCCCNC(=O)OC(C)(C)C)o1	-1%	0%	1.0%	i	1.4	0%	0%	3%	?
Cc1ccccc1-c1ccc(Nc2ccc(C(=O)N3CCOCC3)cc2)nn1	1%	0%	0.1%	i	-3.7	-13%	-5%	8%	6%

Bioassay records (PubChem BioAssay)
